Compound activity (PubChem BioAssay)
PTHR1 agonist – qHTS for PTHR1 Agonists: Primary Screen; Parathyroid hormone/parathyroid hormone-related peptide receptor (Homo sapiens), Q03431; HEK293 GP2 PTHR1 cells, GloSensor cAMP luminescence, 1 h; Potency, µM (top dose mostly 115 µM), without a hit: top-dose activation, actives largely listed as activators; 410,000 tested, 0.075% active; AID 743266, 2014; further: nearly all actives have a fitted effect of over 55% in size; some results filed as inactive show a strong effect at the top dose; inactives centre near -15; many of its hits are not listed in these tables
Target sequence (Q03431 whole entry, looked up): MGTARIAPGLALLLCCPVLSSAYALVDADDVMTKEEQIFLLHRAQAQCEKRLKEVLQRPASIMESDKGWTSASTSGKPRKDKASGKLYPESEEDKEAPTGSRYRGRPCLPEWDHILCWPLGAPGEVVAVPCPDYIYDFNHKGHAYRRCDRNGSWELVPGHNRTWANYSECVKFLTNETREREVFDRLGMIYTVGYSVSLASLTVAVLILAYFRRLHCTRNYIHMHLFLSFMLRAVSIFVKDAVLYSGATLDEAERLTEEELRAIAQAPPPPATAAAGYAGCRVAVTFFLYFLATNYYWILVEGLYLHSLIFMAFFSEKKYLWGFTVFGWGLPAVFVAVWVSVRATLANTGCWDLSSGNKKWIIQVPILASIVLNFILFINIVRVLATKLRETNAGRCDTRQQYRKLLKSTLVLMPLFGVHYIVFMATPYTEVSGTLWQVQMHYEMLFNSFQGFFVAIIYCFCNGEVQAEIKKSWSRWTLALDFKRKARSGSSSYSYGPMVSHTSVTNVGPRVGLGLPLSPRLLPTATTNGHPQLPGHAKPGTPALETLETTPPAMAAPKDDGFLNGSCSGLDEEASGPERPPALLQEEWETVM
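HEK-293-derived GP2 cells expressing PTHR1 and a GloSensor cAMP reporter, 3,000/well, plated overnight, given luciferin plus IBMX (each 0.5 mM as added) for 1 h at 37 °C, then compound for 1 h at 37 °C. Luminescence was read after 15 min at room temperature.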
EPAC2 antag – qHTS for Antagonist of cAMP-regulated guanine nucleotide exchange factor 2 (EPAC2): primary screen | AID 720708, 2013 | Potency, µM (top dose mostly 114 µM), inactives show at the top dose activity, negative = inhibition, usual class: inhibitors | EPAC2 GEF exchange of Rap1B-BODIPY-GDP, fluorescence | 360,000 tested, 0.18% active | Rap guanine nucleotide exchange factor 4 (Homo sapiens), Q8WZA2; further: on the % scale 0 is the no-effect control and ±100 the full control effect; nearly all actives have a fitted effect of over 45% in size; many of its hits are not listed in these tables
FUS suppressor – qHTS for Suppressors of FUS Proteinopathy: Primary screen using FUS-linked yeast assay; S. cerevisiae FUS-expressing, growth rescue, OD600, 24 h; Potency, µM (highest dose often 76.6 µM), for the others: at the top dose growth rescue (activation), actives largely listed as activators; 390,000 tested, 0.24% active;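 further: plate controls were DMSO vehicle for no effect and reference control for full effect; nearly all actives have a fitted effect of over 55% in size; some results filed as inactive show a strong effect at the top dose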
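Restored growth of FUS-toxic S. cerevisiae, read as 600 nm absorbance after 24 h at 30C in galactose medium (starting OD 0.005). Controls CP55940 and DMSO.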
TDP-43 yeast inh – qHTS of TDP-43 Inhibitors. TDP-43 expressing yeast growth rescue, BacTiter-Glo, 24 h. Potency, µM (top dose mostly 46.1 µM), inactives show top-dose growth rescue (activation), most hits filed as activators. 410,000 tested, 1.8% active; further: % of control where 0% means no effect; nearly all actives have a fitted effect of over 50% in size
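Growth rescue of TDP-43-toxic yeast measured as ATP luminescence (BacTiter-Glo). Cells grown to mid-log in raffinose, induced in galactose at OD600=0.02, exposed to compound 24 hr at 30 deg C.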
EPAC2 ag – qHTS for Agonist of cAMP-regulated guanine nucleotide exchange factor 4 (EPAC2): primary screen. Rap guanine nucleotide exchange factor 4 (Homo sapiens), Q8WZA2. EPAC2 activation, biochemical qHTS; response scale: 100% = 6.5 mM cAMP response. Potency, µM (highest dose often 154 µM), inactives show at the highest dose activation, actives largely listed as activators. 360,000 tested, 0.079% active. AID 720711, 2013; further: nearly all actives have a fitted effect of over 50% in size
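Setup: EPAC2 100 nM, labeled Rap1B complex 250 nM, free GDP 50 uM. Compound titrations pinned in, brief spin, 5 min room temperature incubation. Kinetic fluorescence read over 30 min, normalized to 6.5 mM cAMP.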
EPAC1 agonist – qHTS for Agonist of cAMP-regulated guanine nucleotide exchange factor 3 (EPAC1): primary screen | EPAC1 agonist qHTS, biochemical assay; response scale: 100% = response to 6.5 mM cAMP | Potency, µM (top dose mostly 154 µM), for inactives: top-dose activation, actives largely listed as activators | 360,000 tested, 0.073% active | AID 720707, 2013; further: nearly all actives have a fitted effect of over 60% in size
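Fluorescent GDP-exchange assay: 100 nM EPAC1 with 250 nM Rap1B preloaded with BODIPY-GDP and 50 uM GDP; compounds tested as concentration series, 5 min at room temperature, then read every 5 min for 30 min (ex 480/em 540 nm); normalized to 6.5 mM cAMP.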
EPAC1 antag – qHTS for Antagonist of cAMP-regulated guanine nucleotide exchange factor 3 (EPAC1): primary screen. EPAC1 GEF assay, Rap1b-BODIPY-GDP exchange fluorescence. Potency, µM (series often up to 115 µM), for inactives: at the top dose activity change, negative = inhibition, hits mostly inhibitors. 360,000 tested, 0.14% active;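 further: plate controls were vehicle for no effect and positive control for full effect; nearly all actives have a fitted effect of over 50% in size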
aSyn yeast inh – qHTS of alpha-syn Inhibitors | Yeast expressing alpha-synuclein, growth rescue, BacTiter-Glo, 24 h | Potency, µM (doses to about 46.1 µM), for inactives: top-dose growth rescue (activation), most hits filed as activators | 370,000 tested, 0.14% active; further: % of control where 0% means no effect; nearly all actives have a fitted effect of over 65% in size
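Screening used galactose-induced yeast with toxic alpha-synuclein levels, exposed to compound for 24 hr at 30 deg C. Cell growth, read with BacTiter-Glo luminescence, gave the measured signal.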
* marks the source's active call; other numbers are inactive results; i = inactive; ? = inconclusive; / = not tested or not shown; [ ] = dose if it differs, or a comment. The call rests on the fitted dose curve; in most records, active means well fitted curve in the direction sought with a large enough effect; inconclusive means small, poorly fitted or top-dose-only effect, or another doubt; inactive means no such curve, though single readings can be large; an effect the other way counts as inactive or inconclusive. Potency means the concentration at half of the fitted maximal effect.

SMILES | PTHR1 agonist | EPAC2 antag | FUS suppressor | TDP-43 yeast inh | EPAC2 ag | EPAC1 agonist | EPAC1 antag | aSyn yeast inh
Cc1cnn(-c2ccc3nnc(-c4ccc(Br)cc4)n3n2)c1 | -4%[57.5 µM] | 1% | 9% | 6% | 7% | 0% | 11% | -9%
Cc1ccc(NC(=O)c2ccco2)c([N+](=O)[O-])c1 | -11% | 2% | 21% | 0% | 17% | 10% | 5% | -10%
CC(Oc1cccc(Cl)c1)C(=O)Nc1ccccc1N1CCCC1 (centres undefined) | i | -24% | 8% | 0% | 2% | 7% | -6% | 8%
Cc1ccccc1COC(=O)c1cc([N+](=O)[O-])ccc1N1CCOCC1 | i | -13% | 31% | 26% | 23% | 2% | 3% | 17%
O=C(NCCc1ccccc1)Oc1ccc(Cl)cc1 | i | 5% | -4% | 11% | 2% | 12% | 0% | 0%
COC(=O)c1cccc(NC(=O)Cn2nnc3ccccc32)c1 | -3% | -1% | 34% | -3% | 6% | 8% | -14% | 1%
Cc1cc(Cl)ccc1NC(=S)NCC(O)c1ccccc1 (centres undefined) | i | -6% | 5% | -9% | 8% | 6% | 9% | -1%
COc1ccc(CC(=O)Nc2nc(-c3ccccc3)c(C(C)=O)s2)cc1OC | -35%[inhibitor] | -6% | 44% | -6% | 3% | 4% | -8% | 0%
COc1ccc(C(=O)c2coc3ccc(O)c(CN4CCCC4)c23)cc1 | -6% | 6% | 0% | 17% | 17% | 0% | 11% | -1%
O=C(N/N=C/c1cn(-c2cccs2)nc1-c1ccccc1)c1ccc(O)cc1 | -3% | -6% | / | -10% | 15% | 18% | -28% | -2%
O=S(c1ccccc1O)S(=O)c1ccccc1O (centres undefined) | -6% | -2% | 35% | -94%[inhibitor] | 7% | -3% | ? | -57%[inhibitor]
CCc1cc(CNC(=O)CC2C(=O)NCCN2Cc2ccc(-c3ccccc3)cc2)on1 (centres undefined) | -2% | -4% | 38% | 9% | -5% | -6% | 0% | 9%
COC(=O)c1ccc(CNC(=O)C2CCC(=O)N(CCc3ccccn3)C2)cc1 (centres undefined) | i | 5% | -12% | 17% | 1% | -6% | -6% | -5%
Cc1ccc(NC(=O)c2cc(-c3cc(F)ccc3OCC3CCCO3)n[nH]2)cc1NS(C)(=O)=O (centres undefined) | -6% | 9% | -6% | 24% | 12% | 0% | -15% | -9%
COc1ccccc1CC(=O)Nc1ccc(S(=O)(=O)N2CC(C)CC(C)C2)cc1 (centres undefined) | -6% | -4% | 8% | 27% | 15% | 2% | -11% | -9%
COCCCN1CN(Cc2ccco2)CNC1=S | -17% | 6% | -5% | -11% | 2% | -1% | 1% | -2%
Cc1cc(C)nc(Nc2cccc(Cl)c2)n1 | i | -7% | -16% | 8.9µM* | 0% | 4% | -4% | 0%
Cc1nn(-c2ccccc2)c2sc(C(=O)NNC(=O)COc3ccccc3)cc12 | -2%[57.5 µM] | 22% | 30% | -4% | 0% | -8% | 0% | -6%
Cc1ccc(C)c(NC(=O)CCc2nnc3ccc(NCc4ccco4)nn23)c1 | -23% | 42%[activator] | -18% | 16% | 4% | 8% | -5% | -2%
COc1ccccc1N1CCSC1C(N)=O (centres undefined) | -1%[57.5 µM] | 1% | -8% | -1% | 11% | -6% | 10% | -5%
CCOC(=O)C(=NC1CCS(=O)(=O)C1)NNc1ccc(Br)cc1 (centres undefined) | -35%[inhibitor] | 2% | 0% | -22%[0.397 µM] | 2% | 1% | -5% | 16%
C=CCn1c(COc2ccc(Cl)cc2)nnc1SCC(=O)N1CC(=O)Nc2ccccc21 | i | -5% | 18% | 1% | 5% | 11% | -7% | /
COc1ccc(CCNC(=O)/C(C#N)=C2\N=C(NC(=O)c3cccs3)c3ccccc32)cc1 | -17% | 3% | / | -5% | 3% | -1% | -16% | 5%
Cc1ccc(C)c(C(=O)CCC(=O)NCc2ccc(Cl)cc2)c1 | -3% | -18% | 10% | 25% | 4% | 1% | -6% | -1%
COc1ccc(C)cc1N(C(=O)c1ccc(F)cc1)c1nc2ccccc2s1 | i | 18% | / | -22% | 14% | 13% | -3% | -6%
CC(c1ccccc1)c1nnc(NC(=O)Nc2ccccc2)s1 (centres undefined) | i | -2% | 14% | -13%[1.82 µM] | 10% | -4% | -6% | 17%
CCOc1cnc(-c2ccc(OC)cc2)o1 | -19% | 3% | -10% | 15% | 1% | 1% | -13% | -7%
Cc1cc(C)c2nc(SCc3ccc([N+](=O)[O-])cc3)nc(C)c2c1 | i | 8% | -3% | 17% | 1% | -2% | 10% | 0%
O=C(c1cccc(NS(=O)(=O)c2cccc([N+](=O)[O-])c2)c1)N1CCOCC1 | -9% | -9% | 16% | -9% | 5% | 4% | -3% | -2%
COc1ccccc1C(=O)COC(=O)c1cccc(-n2cnnn2)c1 | -20% | 2% | 18% | 15% | -4% | 2% | -4% | 1%
COc1ccc(N2CCN(CC(=O)Nc3ccccc3SC)CC2)cc1 | -14% | -8% | 16% | -16%[0.397 µM] | 7% | -5% | -9% | -4%
Cc1ccc(/C=N/NC(=O)c2cc(C3CC3)nc3ccccc23)o1 | -17% | -2% | 20% | 4% | 11% | 10% | 13% | -5%
CCCC(O)(CCC)C(=O)NN(C(=O)CCl)c1cccc(C)c1 | -13% | 7% | -3% | -10% | 11% | -4% | 22% | 2%
N#C/C(=C/c1cn[nH]c1-c1ccc(Br)cc1)C(=O)O | i | 2% | 12% | -15% | 4% | 9% | 8% | -7%
Nc1ccc2c(c1)C(=O)c1ccc(N)cc1-2 | -17% | 0% | 39% | -16% | 11% | 7% | 5% | 5%
O=C(NNC(=S)NC(=O)c1ccccc1[N+](=O)[O-])c1ccc(Cl)cc1Cl | -10% | 4% | 15% | 9% | 3% | 5% | 12% | 0%
Cc1cccc(C(=O)N/N=C/c2ccccn2)c1 | -10% | -2% | / | -2% | 6% | 12% | -9% | 22%
CCC1(C(=O)OC)NC(c2ccccc2OC)C2C(=O)N(C)C(=O)C21 (centres undefined) | i | 0% | -14% | 5% | 7% | 0% | -1% | 1%
Cc1ccc(CCCOC(=O)CN2CCCCC2)cc1 | i | 1% | -9% | 3% | 0% | 5% | -7% | 0%
CN(CCc1ccccn1)C(=O)Nc1ccc(Cl)cc1 | i | -5% | 20% | -4% | 9% | -6% | 1% | -4%
O=[N+]([O-])c1cccc(-c2nnc3n2CCCCC3)c1 | i | -3% | 16% | -15% | 7% | -7% | 13% | -4%
Cn1c(CCC(=O)Nc2cc(S(C)(=O)=O)ccc2Cl)nc2cc(S(=O)(=O)N3CCOCC3)ccc21 | -34% | 6% | 16% | 21% | 0% | 3% | -8% | -4%
CCc1nn2c(NCCCO)cc(C)nc2c1-c1ccc(F)cc1 | i | -5% | -17% | 7% | 0% | -8% | ? | 19%
O=C(Cc1c(F)cccc1Cl)Nc1cc(S(=O)(=O)N2CCOCC2)ccc1N1CCCC1 | i | 6% | -3% | -17% | 2% | -8% | 19% | -5%[1.84 µM]
Cc1cc(C)nc(-n2ncc3c2CC(c2ccccc2C)CC3=O)n1 (centres undefined) | -15% | 3%[57.1 µM] | 2% | 12% | 18% | 6% | -9% | -2%
CCOc1ccc(NC(=O)CN2CCc3ccccc3C2)cc1 | -1% | -2% | -10% | -16% | -3% | 4% | -9% | -1%
CN(Cc1ccc(Cl)cc1)C(=O)c1ccc2ccccc2n1 | -32% | -11% | 22% | 4% | 9% | -3% | -11% | 11%
O=C(Nc1nnc(-c2ccncc2)o1)c1ccc2ccccc2c1 | -13% | -8% | 8% | -11% | 8% | 9% | -22% | -4%
CCOc1ccccc1CNC(=O)c1cc2occc2n1C | -25% | -13% | 1% | 0% | 13% | -8% | 13% | 1%
CC(Oc1ccccc1)C(=O)N1CCN(c2ccc(N3CCOCC3)nn2)CC1 (centres undefined) | -25% | -7% | -6% | 21% | 2% | 3% | -1% | 0%
COc1cccc(S(=O)(=O)c2nc(C)c3c(n2)CCC3)c1 | 5% | 7% | 6% | 13% | 12% | 16% | -17% | ?
CN(C)CCNc1ccc(CO)c2sc3ccc(O)cc3c(=O)c12 | -9% | -2% | / | -9% | -4% | 4% | -5% | -2%
Cn1c(=O)c(=O)n(C)c2cc(S(=O)(=O)N3CC(=O)N(CCc4ccccc4)C(=O)C3)ccc21 | -43%[inhibitor] | 9% | -22% | -4% | 3% | -4% | -24% | -1%
Cc1cccc(C)c1NC(=O)CNC(=O)CCNC(=O)c1ccco1 | -23% | -1% | -17% | 17% | 7% | 8% | -4% | 3%
O=C(NCc1ccc(Cl)cc1)c1ccc(COCC(F)(F)F)o1 | -11% | -4% | 41% | 6% | 14% | 3% | -10% | -24%
COC(=O)c1cccc(NC(=O)CN2CCN(c3ccc(OC)cc3)CC2)c1 | -1%[57.5 µM] | -9% | -2% | -2% | 7% | 5% | -3% | 1%

2 of the compounds above, with values under each structure.
Each structure is followed by: PTHR1 agonist	EPAC2 antag	FUS suppressor	TDP-43 yeast inh	EPAC2 ag	EPAC1 agonist	EPAC1 antag	aSyn yeast inh
> Cc1nn(-c2ccccc2)c2sc(C(=O)NNC(=O)COc3ccccc3)cc12
 : -2%[57.5 µM]	22%	30%	-4%	0%	-8%	0%	-6%
> Cc1ccc(C)c(NC(=O)CCc2nnc3ccc(NCc4ccco4)nn23)c1
 : -23%	42%[activator]	-18%	16%	4%	8%	-5%	-2%

Already shown: 4 of the compounds above.
SMILES | PTHR1 agonist | EPAC2 antag | FUS suppressor | TDP-43 yeast inh | EPAC2 ag | EPAC1 agonist | EPAC1 antag | aSyn yeast inh
O=[N+]([O-])c1cccc(-c2nnc3n2CCCCC3)c1 | i | -3% | 16% | -15% | 7% | -7% | 13% | -4%
Cn1c(CCC(=O)Nc2cc(S(C)(=O)=O)ccc2Cl)nc2cc(S(=O)(=O)N3CCOCC3)ccc21 | -34% | 6% | 16% | 21% | 0% | 3% | -8% | -4%
CCc1nn2c(NCCCO)cc(C)nc2c1-c1ccc(F)cc1 | i | -5% | -17% | 7% | 0% | -8% | ? | 19%
O=C(Cc1c(F)cccc1Cl)Nc1cc(S(=O)(=O)N2CCOCC2)ccc1N1CCCC1 | i | 6% | -3% | -17% | 2% | -8% | 19% | -5%[1.84 µM]

The list is partial, so the mix of outcomes need not match the whole.
